PvdQ inh = P. aeruginosa PvdQ acylase inhibition. purified PvdQ acylase, fluorescence plate reader. inhibition, % at 10 µM. 0.063% of 340,000 active; in the data active = inhibition above about 30%, passing the limit was not always enough; inconclusive = no clear call, values can overlap the other calls;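 also: 0% = vehicle neutral wells and 100% = reference inhibitor wells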
DAGLB inhibitor = diacylglycerol lipase beta (human) inhibition; Q8NCG7; HEK293T DAGLB membrane lysate, EnzChek fluorogenic substrate; inhibition, % at 5.17 µM; 0.059% of 340,000 active; AID 504411; in the data active = inhibition above about 34%;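 also: 0% = enzyme with vehicle and 100% = wells lacking enzyme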
Target sequence (Q8NCG7 whole entry, looked up): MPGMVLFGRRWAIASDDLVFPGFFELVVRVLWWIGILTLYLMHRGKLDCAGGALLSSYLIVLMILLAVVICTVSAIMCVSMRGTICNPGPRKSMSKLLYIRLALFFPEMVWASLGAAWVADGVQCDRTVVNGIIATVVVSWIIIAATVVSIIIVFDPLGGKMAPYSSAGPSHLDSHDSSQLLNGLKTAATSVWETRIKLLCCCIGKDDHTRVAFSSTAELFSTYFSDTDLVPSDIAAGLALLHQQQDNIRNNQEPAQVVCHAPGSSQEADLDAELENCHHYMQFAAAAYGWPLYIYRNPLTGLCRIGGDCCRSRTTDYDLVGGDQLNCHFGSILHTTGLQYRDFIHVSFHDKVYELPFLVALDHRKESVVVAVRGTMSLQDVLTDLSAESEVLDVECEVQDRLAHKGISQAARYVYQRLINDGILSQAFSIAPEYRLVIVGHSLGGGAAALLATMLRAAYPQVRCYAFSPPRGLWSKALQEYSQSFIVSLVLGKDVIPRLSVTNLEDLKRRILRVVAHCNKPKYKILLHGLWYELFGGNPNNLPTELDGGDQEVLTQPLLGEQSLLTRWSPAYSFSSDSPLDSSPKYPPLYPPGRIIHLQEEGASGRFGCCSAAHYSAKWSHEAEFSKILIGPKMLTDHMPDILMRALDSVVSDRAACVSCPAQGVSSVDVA
Tat export inh = E. coli Tat transport inhibition; E. coli MC4100 TorA-mCherry Tat export, fluorescence; inhibition, % at 10 µM; 0.036% of 340,000 active; AID 488895;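 active = mean replicate inhibition at least 50% and at least half of replicates individually reaching 50%; inconclusive = only one of the two criteria met; inactive = neither criterion met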;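 also: exported cargo escapes ClpAP degradation while cytoplasmic cargo is degraded and loses fluorescence; 0% = median of neutral control wells and 100% = median of NaSCN control wells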
AddAB inh = less growth of phage-infected E. coli with AddAB; 0.29% of 330,000 active; E. coli expressing H. pylori AddAB, absorbance growth; inhibition, % at 11.9 µM; AID 435030; in the data active = inhibition above about 12%;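 also: 0% = vehicle wells of infected cells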
CAL PDZ FP = blocks peptide binding to human CAL PDZ domain | AID 504414 | Q9HD26 | purified CAL PDZ, TMR-peptide fluorescence polarization, 1 h | 0.02% of 330,000 active | inhibition, % at 20 µM;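 active = highest replicate inhibition of at least 40%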;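 also: plate controls were DMSO neutral control wells for no effect and unlabeled competitor peptide control wells for full effect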
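Material: tagged CAL PDZ domain; buffer or medium: 25 mM sodium phosphate pH 7.4, 150 mM NaCl, TCEP, IgG, Thesit; compound dosing: single point, 20 µM; schedule: 1 h incubation at room temperature before polarization reading; measured by: FP readout, S and P plane fluorescence; read-out basis: percent inhibition from loss of millipolarization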
E coli growth = reduces bacterial viability in AddAB counter-screen. E. coli V3065 growth, OD600 absorbance, 18 h. inhibition, % at 11.9 µM. 0.27% of 330,000 active. AID 449728;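 active = inhibition above the campaign's mean inhibition across all tested compounds plus 3 SD, cut at about 9.9% in these data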;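 also: uninfected addAB+ strain grown without phage in ampicillin broth; 0% = DMSO wells and 100% = ciprofloxacin 0.95 µg/ml wells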
phage Ecoli inh = E. coli growth loss with phage present; AID 651602; 0.26% of 360,000 active; growth absorbance; inhibition, % at 11.9 µM; in the data active = inhibition above about 11%
Wnt act = activators of Wnt/beta-catenin signaling. Wnt/beta-catenin reporter cell assay, activator, plate reader. activation, % at 9.35 µM. 1.2% of 300,000 active; in the data active = activation above about 30%, passing the limit was not always enough; inconclusive = no clear call, values can overlap the other calls;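 also: 0% = neutral control wells and 100% = positive control wells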
Rtt109 HAT inh = blocks Candida albicans Rtt109/Vps75 acetyltransferase activity; Q5AAJ8; purified Rtt109/Vps75, ThioGlo CoA-SH fluorescence, 4 h; inhibition, % at 34.9 µM; 0.16% of 330,000 active; AID 540336;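 active = inhibition of at least 50% in every replicate; inconclusive = best replicate reaches 50% inhibition but some replicates fall short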
Target sequence (Q5AAJ8 whole entry, looked up): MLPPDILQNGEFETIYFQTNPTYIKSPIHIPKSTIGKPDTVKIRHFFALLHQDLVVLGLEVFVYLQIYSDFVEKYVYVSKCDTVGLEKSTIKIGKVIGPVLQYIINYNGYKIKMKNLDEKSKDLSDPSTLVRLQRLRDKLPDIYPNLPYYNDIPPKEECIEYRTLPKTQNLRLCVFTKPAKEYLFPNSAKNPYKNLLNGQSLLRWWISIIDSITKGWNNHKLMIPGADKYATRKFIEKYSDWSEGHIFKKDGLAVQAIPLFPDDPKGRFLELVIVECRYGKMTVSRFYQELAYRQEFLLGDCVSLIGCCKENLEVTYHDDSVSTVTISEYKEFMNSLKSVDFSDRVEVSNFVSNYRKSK
PfHsp90 yeast 2 = inhibits growth of yeast expressing Plasmodium falciparum Hsp90 | S. cerevisiae expressing PfHsp90, BacTiter-Glo ATP, 48 h; yeast lacking PDR1 and PDR3 efflux regulators | inhibition, % at 9.4 µM | 0.32% of 310,000 active;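 active = every replicate shows inhibition above about 80%, whatever the replicate mean, limit read from the data; inconclusive = mean inhibition reaches the set limit but some replicate falls short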;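 also: 0% = DMSO neutral controls and 100% = 20 µM radicicol positive controls; yeast relying on Plasmodium falciparum Hsp90 in place of its own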
* hit, by the source's call; ? = inconclusive; · = no result given; & = joins results of further samples.

SMILES | PvdQ inh | DAGLB inhibitor | Tat export inh | AddAB inh | CAL PDZ FP | E coli growth | phage Ecoli inh | Wnt act | Rtt109 HAT inh | PfHsp90 yeast 2
Cc1ccc(S(=O)(=O)NCC(=O)OCc2cc(=O)oc3c(C)c(C)ccc23)cc1C | -7 | -2 | 7 | 2.7 | -1.5 | 1.4 | 1.7 | 0 | -4 | 7
Cc1cccc(CCN(C(=O)c2csnn2)C(C(=O)NC2CCCC2)c2ccco2)c1 (configuration not stated) | 3 | -4 | 0 | 4.2 | -0.8 | -0.6 | 2.3 | 0 | 1 | -4
COc1cc(NC(=O)CCC(=O)OCCCC(F)(F)C(F)(F)F)nc(OC)n1 | 4 | -5 | 14 | 4.0 | 0.2 | 0.5 | 2.6 | -14 | 9 | -14
Cc1cc(NS(=O)(=O)c2c(C)c(C)cc(C)c2C)no1 | -3 | -2 | -10 | -1.9 | -2.6 | -1.5 | 2.5 | 1 | 4 | 12
Cc1cc2occ(CC(=O)N(C)CC(=O)Nc3ccccc3Br)c2cc1C | -19 | -5 | 14 | 2.8 | -0.2 | -2.2 | 2.7 | 0 | -9 | -1
Cn1c(-c2cnn(-c3ccccc3)c2-n2cccc2)n[nH]c1=S | -11 | 1 | -3 | 0.8 | -0.5 | -0.8 | 2.7 | 0 | 0 | -18
NC(=S)N1CCCc2ccccc21 | -9 | 0 | -10 | 0.6 | -5.3 | 0.4 | 1.9 | -1 | 6 | 10
O=C(c1ccc(-n2cncn2)c([N+](=O)[O-])c1)N1CCN(S(=O)(=O)c2ccc(Br)cc2)CC1 | -19 | 2 | ? | 1.9 | -1.2 | -1.2 | 2.5 | -2 | 1 | -17
CCn1c(SCc2nc3scc(-c4ccccc4)c3c(=O)[nH]2)nnc1-c1cccs1 | -26 | 1 | 10 | 0.7 | -4.5 | 2.0 | 1.5 | · | -1 | 0
CN(C)N1C(=O)CC(NNC(=O)c2ccncc2)C1=O (configuration not stated) | -7 | -2 | -12 | 3.4 | -1.2 | 0.9 | -1.0 | 0 | -5 | 5
COc1cccc(Nc2nc(-c3ccccc3O)nc3ccccc23)c1 | 12 | -9 | 11 | 1.2 | -1.5 | -1.3 | 1.7 | 1 | 15 | -5
O=C(CNC(=O)c1ccccc1F)Nc1ccc2c(c1)CCC2 | -11 | -2 | 2 | 1.6 | 0.4 | 0.5 | 3.1 | -3 | 1 | 28
CC(=O)OC1COC(N2CCc3cc([N+](=O)[O-])ccc32)C(OC(C)=O)C1OC(C)=O (configuration not stated) | -2 | 0 | -4 | 1.6 | 0.6 | 1.3 | 2.8 | · | -18 | 2
CC1Cc2ccccc2N1S(=O)(=O)c1ccc2c(c1)n(C)c(=O)c(=O)n2C (configuration not stated) | -2 | 1 | 9 | 1.4 | -1.1 | -2.0 | 1.5 | · | 1 | 6
CC1=NN(C2=NS(=O)(=O)c3ccccc32)C(C)(O)C1 (configuration not stated) | -16 | -2 | -1 | 0.2 | -1.1 | 0.5 | 3.6 | 2 | 8 | 2
C=CCc1c(C)[nH]c(=S)c(C#N)c1C | -10 | 0 | -7 | 2.1 | -0.4 | 1.8 | 0.5 | -3 | -9 | -45
Cc1occc1C(=O)Nc1ccc2ccccc2c1 | -7 | -5 | 0 | 2.1 | -1.0 | 1.0 | 0.2 | · | 6 | -1
O=C(CCNS(=O)(=O)c1cccc2nsnc12)NC1CCCc2ccccc21 (configuration not stated) | -2 | -1 | 3 | 2.4 | -1.4 | -1.2 | 2.8 | -6 | -7 | -14
OCC1(Cc2ccccc2)CCN(Cc2ccc(-c3ccco3)cc2)CC1 | 10 | 1 | -4 | 2.4 | -2.4 | -0.9 | 3.0 | -5 | 2 | 9
COC(=O)[C@]1(Cc2ccccc2)N[C@H](CN(C)C(=O)c2ccc(F)cc2)[C@@H]2C(=O)N(Cc3ccccc3)C(=O)[C@@H]21 | -15 | -2 | -2 | 1.9 | -0.5 | -2.3 | 0.9 | -2 | -4 | 8
NC(=O)CSc1cn(Cc2ccccc2)c2ccccc12 | -5 | -2 | -7 | 1.0 | 2.2 | -2.8 | 4.0 | -1 | -5 | 9
O=C(CNC(=O)c1cccc(Cl)c1)N/N=C/C=C/c1ccccc1 | -4 | 0 | -2 | 1.5 | 0.8 | 0.3 | 0.5 | 2 | 1 | 5
COc1ccc(NC(=O)CSc2nc3ccccc3c(=O)n2CCCO)cn1 | -6 | -2 | 4 | 1.3 | -2.8 | 0.0 | 0.3 | -4 | -4 | 14
CCC1Nc2ncnc(N3CCCCC3)c2N(Cc2ccc(C)cc2)C1=O (configuration not stated) | -7 | 2 | 4 | 2.2 | 0.2 | -0.2 | 0.5&-1.4 | 5&-1 | 9 | 7
COc1ccc2c(c1)OC(=O)CC2c1ccccc1OC (configuration not stated) | 10 | -2 | 21 | 1.4 | -1.5 | 3.0 | 0.0 | -2 | 2 | -7
C=CCNC(=S)NNC(=O)c1cc(-c2cccnc2)nc2ccccc12 | -7 | 2 | -4 | · | -1.3 | · | 1.3 | 6 | -4 | 9
c1ccc(CN=C2Nc3ccccc3CS2)nc1 | 12 | -1 | 1 | 3.0 | 0.8 | -2.5 | -0.3 | 15 | -8 | 10
O=C(CN1CCN(S(=O)(=O)c2ccccc2)CC1)NC(=O)NC1CCCCC1 | -2 | -1 | 5 | 1.6 | -0.8 | -2.0 | 2.2 | · | 8 | ·
CC(=O)Nc1ccc(NC(=O)COC(=O)CCCc2c[nH]c3ccccc23)cc1 | 23 | -1 | 12 | 2.8 | -0.4 | 2.2 | -1.4 | 0 | 0 | 8
O=C(NCc1cccs1)C1CCN(S(=O)(=O)N2CCCC2)CC1 | -2 | 2 | 2 | 2.2 | -0.9 | -1.4 | 2.5 | · | 0 | 17
O=C(CC(C(=O)O)c1ccc(Cl)cc1)c1ccccc1 (configuration not stated) | -6 | 1 | 5 | 0.0 | -2.3 | 0.9 | 4.3 | 1 | · | 5
O=[N+]([O-])c1ccc(N(c2ccccc2)c2ccccc2)cc1 | -9 | -5 | -4 | 1.4 | -0.9 | 0.3 | 0.8 | · | 7 | -6
O=C(N/N=C/c1cn(-c2ccccc2)nc1-c1cccnc1)c1ccccc1 | -5 | -7 | 8 | -0.8 | -6.9 | -0.2 | 2.4 | -1 | 2 | 0
O=C1S/C(=C/c2ccc(N3CCOCC3)o2)C(=O)N1Cc1ccc(F)cc1 | 11 | -5 | -7 | 0.1 | -0.2 | 0.5 | 2.0 | -6 | -6 | 26
COc1ccc(-c2csc(Nc3ccc(S(N)(=O)=O)cc3)n2)cc1 | -5 | -1 | -4 | 2.6 | 0.9 | -0.3 | 1.1 | -2 | 3 | -16
CON/C=C(\C=Nc1ccc(F)cc1)c1ncc(C(F)(F)F)cc1Cl | -9 | -7 | -5 | 5.0 | -3.8 | 0.9 | 3.3 | -7 | -5 | ·
CCC(C)C(NC(N)=O)C(=O)Nc1ccc(C)c(Cl)c1 (configuration not stated) | -7 | 2 | 1 | 4.3 | -1.8 | -0.2 | 1.8 | · | -3 | 10
O=C1c2ccccc2C(=O)N1OCc1ccccc1 | -7 | 0 | 5 | 6.8 | -2.9 | 0.0 | 2.6 | 0 | · | ·
CC(=O)Oc1c(S(=O)(=O)c2ccc(C)cc2)c(C)nn1-c1ccccc1 | 10 | -1 | 21 | 0.2 | 0.0 | -1.6 | 2.8 | -2 | 5 | 7
CNC1=CC(=O)CC(c2ccccc2)C1 (configuration not stated) | 7 | -2 | ? | -0.4 | -1.6 | 0.7 | 1.4 | 0 | 2 | 11
CC1=NOC(=O)/C1=C/c1ccc(O)cc1 | -12 | 2 | -9 | 1.6 | -0.2 | -0.7 | 1.7 | -1 | 4 | -34
CCOc1cccc(C(=O)Nc2nnc(-c3cccs3)s2)c1 | 2 | -2 | 0 | 1.4 | 0.1 | 0.5 | 1.2 | · | 2 | ·
CC(C)CN(C(=O)COC(=O)Cc1cccc2ccccc12)c1c(N)n(Cc2ccccc2)c(=O)[nH]c1=O | -18 | 4 | -5 | 0.0 | 0.3 | 0.7 | 1.6 | -3 | · | -7
O=C(COC(=O)c1cccs1)Nc1cccc(S(=O)(=O)N2CCCCC2)c1 | 0 | -2 | 2 | -2.1 | -0.6 | -1.2 | 3.0 | -1 | -4 | 8
O=C(Nc1ccc(F)cc1F)c1ccc(-n2cccn2)nc1 | -13 | -2 | -10 | 1.1 | 0.1 | 2.1 | 0.8 | 1 | 0 | 12

Structural class, those above containing an aryl thioether with sulfur outside any ring (3)
SMILES | PvdQ inh | DAGLB inhibitor | Tat export inh | AddAB inh | CAL PDZ FP | E coli growth | phage Ecoli inh | Wnt act | Rtt109 HAT inh | PfHsp90 yeast 2
CCn1c(SCc2nc3scc(-c4ccccc4)c3c(=O)[nH]2)nnc1-c1cccs1 | -26 | 1 | 10 | 0.7 | -4.5 | 2.0 | 1.5 | · | -1 | 0
NC(=O)CSc1cn(Cc2ccccc2)c2ccccc12 | -5 | -2 | -7 | 1.0 | 2.2 | -2.8 | 4.0 | -1 | -5 | 9
COc1ccc(NC(=O)CSc2nc3ccccc3c(=O)n2CCCO)cn1 | -6 | -2 | 4 | 1.3 | -2.8 | 0.0 | 0.3 | -4 | -4 | 14

Next section:
SMILES | PvdQ inh | DAGLB inhibitor | Tat export inh | AddAB inh | CAL PDZ FP | E coli growth | phage Ecoli inh | Wnt act | Rtt109 HAT inh | PfHsp90 yeast 2
O=c1oc2ccccc2c(N2CCCCC2)c1CN1CCCCC1 | -11 | 4 | 6 | 1.9 | -1.7 | -1.2 | 0.9 | · | 0 | ·
COc1ccc(C(=O)N/C(=C\c2cn(C)c3ccccc23)C(=O)N2CCN(C)CC2)cc1 | -11 | 0 | 4 | 0.7 | -1.4 | -4.3 | -1.5 | 1 | 1 | -28
COc1ccc(OC)c(Nc2nc(N)nc(CSc3nnc(N)s3)n2)c1 | -9 | -1 | 7 | -0.1 | -0.9 | -1.1 | · | 3 | -3 | -1
Cc1ccc(S(=O)(=O)N2CCOCC2)cc1NC(=O)c1cccc(S(=O)(=O)N2CCCC2)c1 | 4 | 1 | 2 | -1.2 | -2.9 | 3.6 | 4.7 | 1 | 3 | 20
COc1ccc(C2=NOC(Cn3nc(C(=O)O)cc3-c3ccccc3)C2)cc1 (configuration not stated) | -13 | -1 | 1 | 2.9 | 0.5 | 1.5 | 0.7 | -2 | -36 | -13
COC(=O)/C(C#N)=C/c1ccc(OC(=O)c2ccccn2)cc1 | -9 | -2 | -4 | 3.3 | -0.9 | -0.9 | 0.9 | -7 | -9 | 18
CCn1cc(CN2CCc3c([nH]c4ccccc34)C2c2cccc(O)c2)c(C)n1 (configuration not stated) | -5 | 2 | 0 | 2.9 | -1.4 | -1.1 | 1.0 | -1 | -4 | 10
CC(C)c1cccc(C(C)C)c1NC(=O)COC(=O)C1CCC1 | -17 | 0 | -5 | 0.7 | -1.7 | 0.1 | 2.1 | 1 | 0 | ·
Cc1ccc(/C=C(\C#N)C(=O)NC(C)c2ccccc2)o1 (configuration not stated) | 7 | 4 | -7 | 0.5 | -2.6 | 0.8 | 1.6 | -1 | -6 | 2
COc1ccc(OC)c(NC(=O)[C@@H]2CCCN2C(=O)c2cccs2)c1 | -15 | -2 | -5 | 1.8 | -0.9 | 0.3 | · | · | -3 | -10
O=C(NCc1ccc(F)cc1)C(=O)Nc1nc(C23CC4CC(CC(C4)C2)C3)cs1 | -4 | -12 | -7 | -1.3 | 0.1 | -2.2 | 1.7 | -18 | -2 | 25

Bioassay records from PubChem.
